# EPAC1 antag: qHTS for Antagonist of cAMP-regulated guanine nucleotide exchange factor 3 (EPAC1): primary screen. Rap guanine nucleotide exchange factor 3 (Homo sapiens), O95398. EPAC1 GEF assay, Rap1b-BODIPY-GDP exchange fluorescence. Potency, µM (series often up to 115 µM), without a hit: at the highest dose activity change, negative = inhibition, hits mostly inhibitors. 360,000 compounds, 0.14% hits;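 note: potency is the fitted concentration of half-maximal effect; plate controls were vehicle for no effect and positive control for full effect; nearly all actives have a fitted effect of over 50% in size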
# FUS yeast rescue: qHTS for Suppressors of FUS Proteinopathy: Primary screen using FUS-linked yeast assay; S. cerevisiae FUS-expressing, growth rescue, OD600, 24 h; 390,000 compounds, 0.24% hits; Potency, µM (doses to about 76.6 µM), for inactives: at the top dose growth rescue (activation), most hits filed as activators; AID 1347120, 2019;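 note: potency is the fitted concentration of half-maximal effect; plate controls were DMSO vehicle for no effect and reference control for full effect; nearly all actives have a fitted effect of over 55% in size; some results filed as inactive show a strong effect at the top dose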
#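 Yeast FUS proteinopathy model; galactose-induced FUS (2%), starting OD 0.005. Cpds in dilution series, 24hr, 30C, 99% humidity. Abs 600 nm growth. Pos ctrl CP55940 (top 92uM final); neg ctrl DMSO.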
# WRN inhibitor: qHTS for Inhibitors of WRN Helicase. Potency, µM (highest dose often 114 µM), for the others: at the top dose activity change, negative = inhibition, most hits filed as inhibitors. Bifunctional 3'-5' exonuclease/ATP-dependent helicase WRN (Homo sapiens), Q14191. WRN helicase unwinding, fluorescent forked duplex, kinetic. 360,000 compounds, 0.46% hits. AID 651768, 2012; note: potency is the fitted concentration of half-maximal effect; % is set by controls: 0 for no effect and ±100 for the full control effect; nearly all actives have a fitted effect of over 55% in size
# Target sequence (Q14191 whole entry, looked up): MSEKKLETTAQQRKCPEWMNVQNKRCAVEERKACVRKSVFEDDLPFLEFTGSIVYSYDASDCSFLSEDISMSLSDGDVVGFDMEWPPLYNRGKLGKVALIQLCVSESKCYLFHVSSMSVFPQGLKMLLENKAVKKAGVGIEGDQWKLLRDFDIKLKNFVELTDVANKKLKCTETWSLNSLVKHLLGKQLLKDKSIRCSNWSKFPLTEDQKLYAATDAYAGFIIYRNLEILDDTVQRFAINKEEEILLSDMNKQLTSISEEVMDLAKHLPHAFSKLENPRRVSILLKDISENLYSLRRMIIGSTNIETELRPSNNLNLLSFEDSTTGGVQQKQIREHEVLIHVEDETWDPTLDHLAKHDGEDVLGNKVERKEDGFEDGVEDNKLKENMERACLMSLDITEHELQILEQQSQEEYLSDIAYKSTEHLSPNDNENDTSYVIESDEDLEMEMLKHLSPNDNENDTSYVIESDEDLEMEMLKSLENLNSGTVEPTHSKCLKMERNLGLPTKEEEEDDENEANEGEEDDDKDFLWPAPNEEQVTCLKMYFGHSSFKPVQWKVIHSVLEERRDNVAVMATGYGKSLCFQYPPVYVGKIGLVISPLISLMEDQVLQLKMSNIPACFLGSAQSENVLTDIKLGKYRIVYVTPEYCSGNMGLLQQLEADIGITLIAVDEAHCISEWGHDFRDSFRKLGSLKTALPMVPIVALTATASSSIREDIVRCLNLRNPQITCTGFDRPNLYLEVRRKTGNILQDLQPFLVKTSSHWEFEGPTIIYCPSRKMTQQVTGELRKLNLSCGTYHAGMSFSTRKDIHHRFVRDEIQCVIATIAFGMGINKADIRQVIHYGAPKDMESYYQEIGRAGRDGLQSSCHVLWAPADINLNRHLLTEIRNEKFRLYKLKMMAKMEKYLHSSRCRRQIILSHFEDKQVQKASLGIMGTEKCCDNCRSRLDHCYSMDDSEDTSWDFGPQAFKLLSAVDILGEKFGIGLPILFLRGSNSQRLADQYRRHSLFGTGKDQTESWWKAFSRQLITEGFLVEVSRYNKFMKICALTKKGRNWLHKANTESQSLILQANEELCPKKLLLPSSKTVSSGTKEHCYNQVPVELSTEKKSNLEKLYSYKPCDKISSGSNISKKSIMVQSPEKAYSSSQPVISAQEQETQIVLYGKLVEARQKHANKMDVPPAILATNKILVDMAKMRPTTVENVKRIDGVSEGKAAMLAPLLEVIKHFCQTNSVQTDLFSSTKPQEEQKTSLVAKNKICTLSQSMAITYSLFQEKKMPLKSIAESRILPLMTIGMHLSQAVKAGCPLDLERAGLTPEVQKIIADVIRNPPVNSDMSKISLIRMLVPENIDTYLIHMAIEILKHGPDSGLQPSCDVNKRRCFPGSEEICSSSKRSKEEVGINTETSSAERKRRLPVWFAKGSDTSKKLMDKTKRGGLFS
#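 Primary qHTS, 1536-well format. 20 nM WRN + compound, 15 min RT; start with 100 nM forked fluorophore/quencher duplex, 2 mM ATP (final); kinetic read ex 525/em 598 nm.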
# PLK1 PBD inh: qHTS for Inhibitors of PLK1-PDB (polo-like kinase 1 - polo-box domain): Primary Screen; Serine/threonine-protein kinase PLK1 (Homo sapiens), P53350; Plk1 PBD binding of FITC phosphopeptide, fluorescence polarization; AID 720504, 2013; 360,000 compounds, 2.8% hits; Potency, µM, for the others: max response, negative = inhibition, actives largely listed as inhibitors; note: potency is the fitted concentration of half-maximal effect; series mostly up to about 57 µM; % is set by controls: 0 for no effect and ±100 for the full control effect; nearly all actives have a fitted effect of over 65% in size
# PI5P4K alpha inh: qHTS for Inhibitors of phosphatidylinositol 5-phosphate 4-kinase (PI5P4K); Phosphatidylinositol 5-phosphate 4-kinase type-2 alpha (Homo sapiens), P48426; max response, %; 330,000 compounds, 1.2% hits; PI5P4Kalpha enzyme, ADP-Glo luminescence, 60 min; hits give low values; active = max response of -50% or lower; inconclusive = between -30% and -50%; inactive = -30% or higher; note: value at the top dose of about 77 µM; % is set by controls: 0 for no effect and ±100 for the full control effect
#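 Controls without substrate or without enzyme flank wells where PI5P4Kalpha converts substrate using 5 microM ATP (final). Incubation lasts 60 minutes at room temperature; ADP formed is read by ADP-Glo luminescence.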
# Abeta yeast res: qHTS for compounds that reverse cellular toxicity of Amyloid beta (A-beta) peptide in yeast: Primary Screen; Potency, µM (highest dose often 46.1 µM), without a hit: top-dose growth rescue, most hits filed as activators; 410,000 compounds, 0.063% hits; yeast expressing A-beta42, growth rescue, OD600, 48 h; response scale: 0% DMSO, 100% iron-clioquinol control; note: potency is the fitted concentration of half-maximal effect; nearly all actives have a fitted effect of over 55% in size
#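 Growth rescue measured by 600 nm absorbance after 48 h yeast culture at 30 C with compound. Values normalized between DMSO and an equimolar ferric chloride plus clioquinol control.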
# IL2 activator: qHTS of IL-2 Activators. IL-2 activation reporter assay, cell-based qHTS; stimulated with anti-CD3/CD4/CD28 beads; in transgenic mouse T cells. activation, % (series mostly up to about 46 µM). 360,000 compounds, 0.065% hits. AID 652025, 2013; in the data active = activation above about 50%; inconclusive = mostly about 30% to 49%; note: 0% is about no effect
#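 Unstimulated transgenic mouse T cells, 750 per well, received compound and, after 60 minutes, anti-CD3/anti-CD4 bead plus anti-CD28 stimulation. EGFP and DsRed were quantified after 18 hours.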
# EPAC1 ag: qHTS for Agonist of cAMP-regulated guanine nucleotide exchange factor 3 (EPAC1): primary screen. Rap guanine nucleotide exchange factor 3 (Homo sapiens), O95398. EPAC1 agonist qHTS, biochemical assay; response scale: 100% = response to 6.5 mM cAMP. Potency, µM (titrated, usually from 154 µM), for the others: at the top dose activation, most hits filed as activators. 360,000 compounds, 0.073% hits. AID 720707, 2013; note: potency is the fitted concentration of half-maximal effect; nearly all actives have a fitted effect of over 60% in size
#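 Multi-concentration qHTS readout: loss of Rap1B-bound BODIPY-GDP fluorescence driven by 100 nM EPAC1 with excess GDP (50 uM), monitored kinetically at room temperature; agonist response expressed relative to 6.5 mM cAMP.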
# An asterisk follows results filed as active; u = inconclusive; x = not tested or not shown; & = joins results of further samples. Unless noted, calls come from the whole dose curve; as a rule, active = well fitted curve in the direction sought with a large enough effect; inconclusive = small, poorly fitted or top-dose-only effect, or another doubt; inactive = no such curve, though single readings can be large; an effect the other way counts as inactive or inconclusive.
SMILES,EPAC1 antag,FUS yeast rescue,WRN inhibitor,PLK1 PBD inh,PI5P4K alpha inh,Abeta yeast res,IL2 activator,EPAC1 ag
CCOC(=O)N1CCC(NC(=O)CCC(=O)N2CC(C)Oc3ccccc32)CC1 (stereo unspecified),2.2%,x,-26.2%,-7.0%,3.6,-6.3%,-1.7,3.8%
CC(CCc1ccccc1)NC(=O)Cc1ccc(Br)cc1 (stereo unspecified),-17.2%,-2.1%,-32.2%,-0.9%,3.7,15.9%,-0.8,2.8%
O=C(NC1CC2CCCC(C1)N2S(=O)(=O)c1ccccc1)c1ccco1 (stereo unspecified),6.9%,-10.6%,3.3%,-7.0%,x,-2.7%,-3.5,-3.6%
Cc1cccc(NC(=O)CSc2cc(C)c(C#N)c3nc4ccccc4n23)c1,-2.2%,18.3%,-11.5%,-13.8%,-6.0,-13.4%,u,-13.4%
COc1ccc(NC(=O)N(C)C[C@@H]2OCc3cnnn3CCCC(=O)N([C@H](C)CO)C[C@@H]2C)c(OC)c1,6.7%,4.3%,1.7%,2.9%,-1.4,0.7%,4.9,0.3%
CN1CCN(S(=O)(=O)c2cccc(C(=O)N3CCN(c4ccccc4F)CC3)c2)CC1,10.6%,-2.1%,-10.1%,-3.6%,-19.9,-7.8%,-0.2,11.3%
CC(C)n1c(SCC(=O)Nc2nncs2)nnc1C1CC1,5.0%,-8.4%,4.4%,-18.2%,-2.5,-2.8%,-4.2,-8.4%
COCCSc1nnc(NS(=O)(=O)c2ccc(C)cc2)s1,3.9%,26.4%,0.8%,-18.6%,-4.3,-5.1%,0.3,10.4%
COc1ccccc1CCn1cnc(-c2ccc(OC)c(OC)c2)c1C(C)C,u,5.4%,-2.8%,-21.2%,-5.9,-5.4%,-1.3,-7.0%
O=C(NCCN1CCOCC1)c1ccc2c(c1)N(Cc1ccccc1F)C(=O)CS2,1.3%,21.1%,-12.9%,-8.8%,-7.4,-6.5%,1.9,-1.1%
Cc1c(C#N)c(NC(=O)CCl)n(Cc2cccs2)c1C,4.8%,7.1%,-6.1%,-10.5%,-2.3,6.2%,-0.6,-2.7%
Cc1ccc(NC(=O)C2(N3CCC3=O)CCCCC2)cc1,-2.9%,33.1%,2.0%,-9.8%,1.2,-9.0%,-1.5,9.3%
COc1cccc(CNC(=O)CCC2CCCN(C(=O)c3ccc(F)c(Cl)c3)C2)c1 (stereo unspecified),-7.4%,17.8%,-8.9%,-9.1%,-0.2,14.5%,-1.1,-10.7%
O=C(c1ccc(Cl)cc1Cl)N1CCOCC1,2.1%,-35.2%,7.7%,1.1%,-8.4,-0.2%,0.7,-3.2%
O=C(c1ccccc1)N1CCN(c2ccc([N+](=O)[O-])cc2-n2cccc2)CC1,-10.7%,36.9%,-3.8%,-7.3%,2.1,7.9%,0.5,-1.1%
COc1ccc(C(=O)O)cc1S(=O)(=O)N1CCN(Cc2ccc3c(c2)OCO3)CC1,-7.3%,9.5%,9.9%,-7.1%,-13.8,-1.2%,0.7,-3.5%
C/C(N)=C(/C#N)C(=O)CSc1nnc(Nc2cccc(C)c2)s1,1.9%&-2.3%,31.5%&3.8%,u,-9.2%&-19.3%,-50.4*,-6.5%&0.7%,-0.2&0.9,0.4%&-2.5%
Cc1ccccc1NC(=O)COc1nsnc1N1CCOCC1,6.1%,11.6%,0.6%,-4.6%,0.4,7.2%,-2.4,5.4%
COc1ccc(NS(=O)(=O)c2ccc(C)c(C(=O)N3CCN(Cc4cc(OC)ccc4OC)CC3)c2)cc1,2.6%,3.6%,1.2%,2.5%,0.5,3.9%,-5.1,8.1%
CC(C)(C)c1ccc(C(CC(=O)O)NS(=O)(=O)Cc2ccccc2)cc1 (stereo unspecified),3.3%,44.5%,1.1%,-3.0%,3.9,7.1%,1.2,-4.0%
COc1ccccc1NC(=S)NCCc1ccccc1,-11.0%,2.1%,5.2%,u,-1.3,7.6%,-1.4,-4.6%
N#CCCN(CCCN1CCOCC1)CN1C(=O)c2ccccc2C1=O,2.7%,-1.9%,9.1%,6.8%,3.3,-0.4%,-2.5,-17.0%
Cc1[nH]n2c(=O)cc(C(C)C)nc2c1-c1ccccc1,1.3%,x,-1.7%,0.9%,9.0,12.7%,0.3,-2.5%
CCCNC(=O)NC(=O)CSc1ncc(C(F)(F)F)cc1Cl,-6.9%,19.4%,-1.7%,-7.0%,x,28.1%,-2.9,1.6%
COc1ccc(S(=O)(=O)NNC(=O)c2cc3ccccc3o2)cc1,6.5%,x,-12.8%,-2.3%,-4.4,-10.0%,-5.0,0.8%

# Among those listed so far, these contain a furan ring, fused or not.
SMILES,EPAC1 antag,FUS yeast rescue,WRN inhibitor,PLK1 PBD inh,PI5P4K alpha inh,Abeta yeast res,IL2 activator,EPAC1 ag
O=C(NC1CC2CCCC(C1)N2S(=O)(=O)c1ccccc1)c1ccco1 (stereo unspecified),6.9%,-10.6%,3.3%,-7.0%,x,-2.7%,-3.5,-3.6%
COc1ccc(S(=O)(=O)NNC(=O)c2cc3ccccc3o2)cc1,6.5%,x,-12.8%,-2.3%,-4.4,-10.0%,-5.0,0.8%

# Next part:
SMILES,EPAC1 antag,FUS yeast rescue,WRN inhibitor,PLK1 PBD inh,PI5P4K alpha inh,Abeta yeast res,IL2 activator,EPAC1 ag
CCN(CC)CCN(C(=O)c1ccc(S(=O)(=O)N2CCCC2)cc1)c1nc2cc(C)cc(C)c2s1,-3.4%,1.1%,5.5%,-5.4%,0.5,-13.5%,-3.0,-23.4%
COc1ccc(-c2ccc(-c3noc(-c4cccs4)n3)c(OC)n2)cc1,12.2%,-7.8%,-5.0%,9.9%,14.4,8.9%,-0.6,-0.7%
Cc1ccc(C)c(SCC(=O)Nc2nnc(-c3ccccc3)o2)c1,3.4%,15.5%,-2.0%,-20.1%,5.3,0.8%,-1.3,-3.5%
CCC(Sc1nc(C)cc(C)n1)C(=O)Nc1ccc(Cl)cn1 (stereo unspecified),-4.8%,18.9%,-7.9%,-7.8%,2.8,-0.1%,0.9,6.1%
CCC(=O)Nc1cccc(NC(=S)NC(=O)c2ccc(Cl)cc2Cl)c1,4.6%,-13.0%,3.8%,-14.3%,0.9,10.3%,1.3,1.1%
O=C1NC(=S)N/C1=C/c1cc([N+](=O)[O-])ccc1O,-3.1%,38.1%,u,-26.6%,-60.9*,-2.7%,-0.2,-3.9%
CCCn1c(SCC(=O)NC(=O)NC(C)(C)C)n[nH]c1=O,-9.5%,-8.5%,-1.6%,26.7µM*,-4.8,-18.5%,-0.5,-12.6%
COc1ccc(-c2ccc(C(=S)N3CCN(C(C)=O)CC3)o2)cc1,7.6%,14.5%,-8.4%,23.8µM*,x,28.6%,-0.1,2.6%
O=C1c2ccccc2C(=O)C12OC2c1ccc(Cl)cc1Cl (stereo unspecified),u,14.4%,-16.1%,-27.0%,6.7,-20.3%,-4.7,-5.9%
CN(CCC#N)C(=O)COC(=O)C1c2ccccc2Oc2ccccc21,3.5%,7.6%,-3.1%,2.4%,-1.1,3.5%,0.1,4.8%
Cc1ccc(S(=O)(=O)CC(O)COc2ccc(F)cc2Cl)cc1 (stereo unspecified),2.9%,6.2%,13.2%,-6.8%,3.3,-1.0%,-5.7,0.1%
C=C(C)CNC(=S)N/N=C/c1ccco1,-4.6%,12.8%,-25.7%,-4.5%,-0.6,u,-0.2,4.9%
CCc1nc2ccc(C(=O)NCCC(C)C)cn2c1N(CC)CCOC,3.1%,17.1%,3.3%,0.2%,0.3,1.4%,0.1,-13.7%
Cc1cc(C)c(C#N)c(Oc2ccc(O)cc2)n1,13.6%,-17.5%,-1.1%,-9.4%,0.2,-11.3%,-1.1,-10.1%
COc1ccc(NC(=O)Cn2c(=O)sc3ccccc32)c(OC)c1,6.0%,-4.1%,2.4%,5.4%,3.8,-6.0%,-1.8,-19.5%
Cc1ccc(Cl)cc1NC(=O)CC1NCCNC1=O (stereo unspecified),1.3%,4.0%,4.9%,-1.6%,3.1,-14.9%,0.6,4.3%
CN(C(=O)c1cccc(NC(=O)Cc2ccc(NC(=O)C3CCN(C(=O)CCc4ccccc4)CC3)cc2)c1)C1CC1,-6.0%,27.2%,5.0%,-1.9%,-0.4,-2.1%,-0.2,-4.2%
COC(=O)C(Cc1ccccc1)P(=O)(c1ccccc1)c1ccccc1 (stereo unspecified),-1.9%,3.3%,-6.4%,0.7%,-1.9,22.5%,0.7,-0.7%
Cc1cccc(NC(=O)CN2CCN(C(=O)c3cncn3-c3ccc(F)cc3)CC2)c1C,19.5%,4.1%,-5.9%,-2.9%,-0.7,-6.2%,-0.2,13.0%
O=C(NC(c1ccc(-c2ccccc2)cc1)c1cnccn1)C1CCN(Cc2cccc(C(F)(F)F)c2)CC1 (stereo unspecified),-12.1%,21.1%,-17.1%,-1.9%,22.3,-10.7%,-0.4,-13.7%
C=CC[n+]1c(/C=C/c2ccc(OC(C)=O)c(OC)c2)ccc2ccccc21,4.9%,5.7%,-12.5%,-2.2%,-5.9,-5.0%,0.7,-1.7%
COc1cc(C(=O)N/N=C/c2ccsc2C)cc(OC)c1OC,6.1%,40.3%,2.3%,-5.6%,3.3,-1.5%,-0.2,3.4%
CSC1=NC(C(Cl)(Cl)Cl)N=C(c2ccccc2)N1 (stereo unspecified),-8.4%,1.8%,0.5%,-5.2%,-2.6,8.8%,0.1,2.1%
O=Cc1cn(CC(=O)N2CCCCC2)c2ccccc12,2.5%,x,-13.9%,-11.7%,6.4,1.4%,0.2,-3.1%
COc1ccc(NCC(=O)n2c(C)c(C)c3ccccc32)cc1OC,12.2%,20.0%,10.9%,0.1%,-1.3,-4.0%,-3.0,-6.9%
CC1=CC(=C(C#N)c2nc3ccccc3s2)C=C(C)N1c1ccc(F)cc1F,16.7%,3.9%,2.2%,21.2µM*,11.6,-11.9%,u,2.5%
